Screens deposited in PubChem by Broad Institute.
ERp5 inh – inhibitors of human ERp5 | Q15084 | ERp5 insulin aggregation, absorbance 650 nm, 90 min | inhibition, % at 9.99 µM | 350,000 compounds, 0.05% hits;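 active means mean replicate inhibition above about 25%, with every replicate also reaching it, limit read from the data, passing the limit was not always enough; inconclusive means only one of those two criteria met; inactive means neither criterion met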
Target sequence (Q15084 whole entry, looked up): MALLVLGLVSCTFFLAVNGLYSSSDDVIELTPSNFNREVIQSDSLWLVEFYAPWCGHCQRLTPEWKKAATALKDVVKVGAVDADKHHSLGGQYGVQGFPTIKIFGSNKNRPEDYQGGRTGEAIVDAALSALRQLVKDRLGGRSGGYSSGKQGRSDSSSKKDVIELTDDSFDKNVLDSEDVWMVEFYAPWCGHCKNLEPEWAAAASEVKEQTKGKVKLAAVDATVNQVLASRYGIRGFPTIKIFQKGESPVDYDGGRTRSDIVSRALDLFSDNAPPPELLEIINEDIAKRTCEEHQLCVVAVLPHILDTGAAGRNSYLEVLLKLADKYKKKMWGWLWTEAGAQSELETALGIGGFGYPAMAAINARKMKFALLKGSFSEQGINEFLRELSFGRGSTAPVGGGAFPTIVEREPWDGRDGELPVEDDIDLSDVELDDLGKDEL
DENV2 CPE rescue – inhibitors of DENV2 cytopathic effect | DENV2-infected cells, cytopathic effect rescue, plate reader | CPE inhibition, % at 9.99 µM | 350,000 compounds, 1.7% hits | AID 651640; in the data active means CPE inhibition above about 20%, passing the limit was not always enough; inconclusive means no clear call, values can overlap the other calls; tested in BHK-21 cells;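 further: 0% = median of neutral control wells and 100% = median of positive control wells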
EWS-Fli block – inhibitors of EWS/Fli oncoprotein transcriptional activity | A673 NR0B1-luciferase reporter, viability-normalised | inhibition, % at 12.6 µM | 350,000 compounds, 0.67% hits;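 active means mean inhibition of at least 50% after viability correction, with every replicate also passing that limit; inconclusive means mean reaches 50% but only one of two replicates passes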;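 further: firefly luciferase signal divided by Alamar Blue viability fluorescence both relative to DMSO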
PAX8 inh HTS – inhibitors of PAX8 transcriptional activity in RMG-I cells; inhibition, % at 12.6 µM; RMG-I TPO-luciferase reporter, SteadyGlo, 24 h; 360,000 compounds, 1.2% hits;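 active means mean replicate inhibition at least 60% with every replicate also reaching 60%; inconclusive means only one of the two criteria is met; inactive means mean below 60% and not all replicates reaching 60%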;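 further: luciferase light reporting Pax8 driven TPO promoter activity; plate controls were median of neutral control wells for no effect and mitoxantrone controls for full effect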
ARNT-TACC3 inh – disruptors of human ARNT/TACC3 interaction; Q9Y6A5; inhibition, % at 9.99 µM; AlphaScreen His-ARNT PAS-B/GST-TACC3 binding, luminescence; TACC3 fragment carries E629A point mutation; 390,000 compounds, 0.66% hits;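 active means mean inhibition of replicates at least 50% and at least half of replicates each reaching 50%; inconclusive means half or more replicates reach 50% but mean below 50%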;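 further: 0% = complete ARNT plus TACC3 wells and 100% = ARNT alone without TACC3; many hits fall short of the cut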
F508del corr – correctors of CFTR F508del function in bronchial epithelial cells; CFBE cells, YFP halide quenching; stimulated with forskolin plus potentiator P3; % fluorescence drop versus neutral controls; activity (quench increase), % at 7.58 µM; 350,000 compounds, 0.36% hits; AID 720511;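 active means mean added fluorescence quench of at least 8% versus neutral control, with both replicates also reaching 8%; inconclusive means only one of the mean or replicate conditions met; inactive means mean below 8% and not both replicates reaching 8%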;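 further: cells transiently co-express mutant CFTR-F508del with the halide-sensitive YFP; corrector assay measuring rescue of mutant channel to the surface after 24 h compound exposure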
XiGFP reactiv – activators of X-chromosome reactivation in mouse fibroblasts; activation, % at 7.58 µM; XiGFP mouse fibroblasts, % GFP-positive cells imaging, 3 d; cells co-treated with 5-aza-dC sensitizer; scaled so ellipticine positive control = 100%; AID 743238; 360,000 compounds, 0.055% hits;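 active means mean normalized replicate activation at least 10% and every replicate at or above 10%; inconclusive means only one of the two criteria met; inactive means mean below 10% and not all replicates reach 10%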;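 further: 0% = median of on-plate neutral control wells and 100% = ellipticine 6 µM median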
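Material: XiGFP fibroblasts, SV40-immortalized. Buffer or medium: DMEM plus 5-aza-dC sensitizer. Compound: single concentration per compound, delivered by pin transfer. Times: 3 days compound exposure. Controls: ellipticine 6 µM.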
GSIS activator – primary screen for activators of insulin secretion dependent on glucose, INS-1E cells, GLuc reporter luminescence; INS-1E GLuc reporter insulin secretion, 2-3 h; activation, % at 16.6 µM; 370,000 compounds, 0.61% hits;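 active means lowest replicate activation of at least 40%, so every replicate reaches that level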;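 further: 0% = median of neutral control wells and 100% = median of IBMX positive control wells; some compounds called inactive have numbers as strong as hits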
An asterisk follows results filed as active; ? = inconclusive; . = no result given; & = joins results of further samples.

Molecule	PAX8 inh HTS	F508del corr	EWS-Fli block	ERp5 inh	ARNT-TACC3 inh	DENV2 CPE rescue	XiGFP reactiv	GSIS activator
CC(C)c1nc(SCC(=O)Nc2c[nH]c(=O)[nH]c2=O)c2cnn(-c3ccccc3)c2n1	21	1.9	6	-2	-10	.	0.2	11
CC(Nc1ccc(Br)cc1)C(=O)NC(=O)NC1CCCCC1 (configuration not stated)	8	-2.4	6	-4	.	6	0.2	.
CN(C)S(=O)(=O)c1ccc(Cl)c(C(=O)Nc2nc3ccccc3[nH]2)c1	18	2.9	-15	9	14	4	0.0	-14
CN(C)c1ccc(/C=C/C(=O)c2ccc(O)cc2)cc1	-99	1.3	-54	3	-28	-8	0.0	2
CC1CCN(C(=O)c2[nH]cnc2C(=O)N[C@@H](C)c2ccccc2)CC1	1	-0.8	16	1	16	.	0.0	0
CC(C)CN1C(=O)C(=O)N(CC(=O)Nc2cc(Cl)ccc2Oc2ccccc2)C1=O	-10	0.5	6	3	-1	-6	0.0	.
CCC(=O)Nc1ccc2c(c1)C(=O)N(C)C[C@H](OC)[C@@H](C)CN(C(=O)NC(C)C)[C@H](C)CO2	.	-0.5	-2	16	-3	-2	-0.2	-4
CC(=O)N1N=C(c2cccs2)CC1c1ccc(Br)cc1 (configuration not stated)	-18	-0.4	-40	3	-26	2	0.0	-41
O=C(COc1ccc2c3c(c(=O)oc2c1)CCCC3)NCCCN1CCOCC1	-19	1.1	-9	5	28	-6	0.1	10
CSc1ncccc1C(=O)NCC1CCCCC1	6	-1.0	-8	1	-4	1	0.0	3
C[C@H]1CN([C@@H](C)CO)C(=O)c2cc(NS(=O)(=O)c3ccc(Cl)cc3)ccc2O[C@@H]1CN(C)C	-20	4.1	4	-2	.	2	-1.1	31
COc1cc2ccccc2cc1C(=O)Nc1ccc2oc(=O)ccc2c1	-32	2.2	-12	2	-6	-3	0.1	156*
COc1cc(NC(=O)[C@@H](Cc2ccccc2)NC(=O)[C@H]2O[C@@H](n3ccc(=O)[nH]c3=O)[C@H](O)[C@@H]2O)cc(OC)c1OC	4	5.0	-2	1	.	43*	0.1	6
CCOCCn1c(C)c(C(=O)OCC)c2cc(O)c3ccccc3c21	8	-4.5	5	4	.	-5	0.0	-29
CCOc1cc2c(cc1OCC)C(c1ccccc1OC)OC(=O)C2 (configuration not stated)	55	2.8	-14	-4	-9	2	0.0	13
N#Cc1nc(-c2cccs2)oc1N1CCN(Cc2ccccc2)CC1	.	1.6	-15	3	35	.	.	-2
Cc1ccc(S(=O)(=O)CC(=O)Nc2ncc([N+](=O)[O-])s2)cc1	8	-1.8	-4	3	3	3	0.2	-18
CN1C(=O)[C@@]2(C3=C(CCCC3=O)OC3=C2C(=O)CC(C)(C)C3)c2ccccc21	-10	2.8	4	5	.	?	0.2	.
COc1cc(OC)cc(-c2c(-c3ccc(F)cc3)c3cc(-c4cnc(OC)nc4)ccc3n2C)c1	-5	-1.8	-4	.	-1	.	0.0	8
CO[C@@H]1CN(C)C(=O)c2ccc(NC(=O)C3CCOCC3)cc2OC[C@H](C)N(Cc2nccs2)C[C@H]1C	.	0.5	-1	-5	3	4	0.3	20
O=c1c2[nH]cnc2n(-c2ccccc2)c(=O)n1Cc1ccccc1	-10	1.6	-20	5	-2	-1	-0.1	33
CCN1[C@@H]2c3ccc(C4=CCCC4)c(=O)n3C[C@@H]2[C@@H](CO)[C@@H]1C(=O)NCCc1ccccc1	19	-3.2	-3	-7	5	1	0.3	0
Cc1csc2c(=O)sc(NC(=O)c3ccco3)nc12	24	-1.9	-9	?	-8	-1	0.1	17
C=CCn1c(COc2cccc(C)c2)nnc1SCC(=O)NC(=O)NCc1ccco1	.	-4.1	-1	5	-5	-8	.	-1
CCCC[C@@H]1CC2=C(C(=O)OC(C)(C)O2)[C@@H](c2ccc(Cl)cc2)O1	4	-1.0	-2	5	.	1	0.0	-37
CCC(c1nnc(SCC(=O)NNC(=O)c2ccccc2)n1Cc1ccccc1)N(C)C (configuration not stated)	-7	4.6	-8	-1	-8	?	0.0	-1
Cc1ccc(S(=O)(=O)Nc2ccc3c(c2)CC(=O)N([C@H](C)CO)C[C@@H](C)[C@@H](CN(C)S(=O)(=O)c2ccc(F)cc2)O3)cc1	-9	0.6	16	.	3	12	0.4	-9
C=CC[C@@H](CC(=O)NCCO)C(=O)NCCOC(=O)[C@@H](CC=C)Cc1ccc(F)cc1	-22	0.9	3	0	4	12	-0.1	17
O=C(COC(=O)C1CCC(=O)N1)Nc1ccccc1OC(F)F (configuration not stated)	3	0.9	13	7	-4	-1	0.2	18
COc1ccc(NC(=O)c2ccc(OCc3c(C)noc3C)c(OC)c2)cn1	-2	2.0	-27	4	-4	-2	0.0	7
CCCCNC(=O)C1(C)CCCCN1C(=O)c1ccc(C)c(F)c1 (configuration not stated)	2	0.8	7	3	.	-1	0.1	4
Cc1csc(NC(=O)CSc2nnc(C)c(=O)n2N)n1	4	-3.6	7	3	-1	7	0.1	1
COc1ccc(NS(=O)(=O)c2cccc(C(=O)NN=C(C)c3ccco3)c2)cc1	15	-2.7	0	-3	4	3	0.4	7
Clc1ccccc1-c1cnc2sc(NCc3ccc4c(c3)OCO4)nn12	-8	2.9	-4	3	.	2	0.1	-1
CN1CCN(C(=O)CSc2nnc(COc3ccccc3)o2)CC1	4	-1.9	4	2	1	-3	0.0	10
C[C@@H]1CN([C@@H](C)CO)C(=O)Cc2cc(NC(=O)CCN3CCOCC3)ccc2O[C@H]1CN(C)C(=O)Nc1cccc2ccccc12	.	1.4	-5	.	.	8	-0.9	5
Cc1cc(C)n(CC(=O)N/N=C/c2cc([N+](=O)[O-])ccc2O)n1	2	.	8	2	72*	.	-0.1	20
CCCNC(=O)[C@@H]1[C@@H](CO)[C@@H]2Cn3c(ccc(/C=C/c4ccccc4)c3=O)[C@H]1N2C(C)=O	0	-1.4	-3	-3	-2	8	0.0	22
COc1ccc(-c2ccc3c(c2)O[C@H](CN(C)C)[C@@H](C)CN([C@H](C)CO)S3(=O)=O)cc1	.	-2.3	1	-8	-15	-1	-0.9	0
CCCCCCCCN1C(=O)[C@H](CC(=O)NCc2ccc(OC)c(OC)c2)C[C@@]2(C(=O)OC)CC(C)(C)CC=C12	10	-2.9	11	-5	.	5	0.2	-3
CCCCN(C(C)=O)C1CC(=O)N(c2ccc(OCCC)cc2)C1=O (configuration not stated)	-23	1.1	11	2	-2	7	0.3	-4
C[C@H]1CN([C@@H](C)CO)S(=O)(=O)c2ccc(C#CC3CC3)cc2O[C@@H]1CN(C)Cc1cncnc1	.	0.2	12	.	.	.	0.0	9
COc1ccc(C2=C(C=C(C#N)C#N)C(c3ccccc3C)c3ccccc3O2)cc1OC (configuration not stated)	65*	0.6	18	0	-4	-4	0.1	13
CC(=O)N1Cc2cc(C(=O)NCc3cccc(F)c3)nc(-c3cccc(C4=CCCCC4)c3)c2[C@H]1CCO	15	1.6	-8	-3	.	-9	0.2	0
CCOc1ccc(CCNS(=O)(=O)c2c(C)nc3sccn3c2=O)cc1OCC	-15	-2.6	4	-5	.	-5	0.0	56
Cc1ccc(SCc2cn3c(C)cc(C)nc3n2)cc1	-32	0.6	-42	1	0	-2	0.2	-5
O=C(C[C@@H]1CC[C@@H](NC(=O)Nc2ccc3c(c2)OCO3)[C@H](CO)O1)NCc1ccccc1	-4	-0.6	-4	5	-2	2	-0.3	1
CCCC#Cc1ccc([C@@H]2[C@H](CO)N3C(=O)CN(C(=O)Nc4cccc(F)c4)C[C@@H]23)cc1	7	1.1	0	-2	.	1	0.1	-23
COC(=O)N/N=C/c1ccc(/C=N/NC(=O)OC)cc1	-10	0.0	-2	4	-2	7	0.0	22
COCC(C)n1c(SCC(=O)N2CCOCC2)nc2ccccc2c1=O (configuration not stated)	-6	0.4	0	6	5	0	0.0	11
N#Cc1ccc(-c2ccc3c(c2)[C@H]2[C@H](CCN2Cc2cncnc2)[C@H](CO)N3)cc1	-15	-1.7	-15	.	2	.	0.3	5
Cn1c(=O)[nH]c(=O)c2[nH]c(CN3CCN(Cc4ccccc4)CC3)nc21	3	2.9	-5	4	0	14	0.1	5
Cc1ccc(C(=O)N/N=C\c2cc3c(cc2Br)OCO3)s1	-43	.	.	.	-5	.	0.0	6
C[C@H]1CN([C@@H](C)CO)S(=O)(=O)c2ccc(/C=C/c3ccccc3)cc2O[C@H]1CN(C)C(=O)c1cccnc1	.	-0.2	-2	10	-3	-1	-0.7	-11
COc1ccc(Cc2c(-c3ccc(C)cc3)nc3c4ccccc4ccn23)c(C)c1	4	-2.4	0	-4	.	-6	0.0	-12
CCC(=O)N(C(=O)CC)N1CCN(c2ccncc2S(=O)(=O)N2CCCCC2)CC1	-2	1.1	.	1	-3	6	0.0	-21
CCCC#Cc1ccc(CC[C@H]2O[C@H]3CC[C@@H](CO)O[C@H]3C[C@H]2NC(=O)CN2CCOCC2)cc1	11	2.2	-4	4	.	-14	.	.
C[C@H]1CN([C@@H](C)CO)C(=O)c2cc(NC(=O)Cc3ccccc3)ccc2O[C@H]1CN(C)Cc1ccc(-c2ccccc2)cc1	.	-1.0	6	.	.	.	0.2	-33
Cc1ccc(CSCC(=O)Nc2ccccc2)cc1	-31	-1.6	-20	9	1	-3	0.4	8
CCOC(=O)CCNC(=O)N1CCCC(CNS(=O)(=O)c2cccs2)C1 (configuration not stated)	7	-1.7	4	1	-7	4	0.0	10

Remaining list, next part:
Molecule	PAX8 inh HTS	F508del corr	EWS-Fli block	ERp5 inh	ARNT-TACC3 inh	DENV2 CPE rescue	XiGFP reactiv	GSIS activator
O=C(NCc1cccnc1)NC(=O)c1ccc(Cl)cc1	0	-3.6	-7	1	-1	-14	0.2	10
CN1C(=O)c2cc(NC(=O)c3ccc(C(F)(F)F)cc3)ccc2OC[C@H]2O[C@H](CC(=O)NC3Cc4ccccc4C3)CC[C@H]21	41	4.1	16	.	.	.	0.1	-9
CCN(CC)C(=O)c1[nH]cnc1C(=O)N[C@@H](CC(C)C)C(=O)OCc1ccccc1	10	0.9	-9	5	4	2	0.0	-13
CNC[C@@H]1Oc2c(NC(=O)Nc3ccc(F)cc3)cccc2C(=O)N([C@H](C)CO)C[C@@H]1C	-10	-3.3&-1.6	-3&-2	-3&1	8&7	7&13	0.5&0.0	-11&-7
CC(=O)N(C)C[C@@H]1Oc2ncc(C#Cc3cccnc3)cc2C(=O)N([C@H](C)CO)C[C@H]1C	.	-2.4	-1	-2	-2	-3	-0.7	19
COc1cccc2sc3cc(C#Cc4ccccn4)ccc3c(=O)c12	-45	3.6	-95	2	13	-13	-0.1	22
CCOc1ccc(NC(=O)CN(C)C(=O)CN2C(=O)C3CC=CCC3C2=O)cc1OCC (configuration not stated)	-10	-5.4	-6	1	-3	2	0.6	5
CCOC(=O)CN(C(=O)COc1nc(-c2ccccc2)cc(C)c1C#N)c1cccc(OC)c1	-1	2.9	6	-4	-4	1	0.3	-1
COc1ccc(N(Cc2ccccc2)S(=O)(=O)c2cccc(C(=O)Nc3ncccc3C)c2)cc1	-1	-2.8	-9	0	2	3	0.2	-13
O=C(c1ccc(F)cc1)n1c(=S)nc2ccccn21	-164	-1.3	0	-10	-7	-1	0.1	13
